Tat export inh: E. coli Tat export inhibitors, primary screen, MC4100, TorA-mCherry reporter, fluorescence, single point | 0.036% of 340,000 active | inhibition, % at 10 µM | AID 488895, 2010;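 active means mean replicate inhibition at least 50% and at least half of replicates individually reaching 50%; inconclusive means only one of the two criteria met; inactive means neither criterion met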;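 further: exported cargo escapes ClpAP degradation while cytoplasmic cargo is degraded and loses fluorescence; 0% = median of neutral control wells and 100% = median of NaSCN control wells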
phage Ecoli inh: growth loss of phage-infected E. coli, primary screen, RecBCD inhibitor project, absorbance, with phage, HTS; inhibition, % at 11.9 µM; 0.26% of 360,000 active; in the data active means inhibition above about 11%
MITF act: activators of MITF-driven TRPM1 promoter reporter, primary screen, cell-based, SK-MEL-5, luciferase, single point; SK-MEL-5 TRPM1-promoter luciferase, 24 h; % of positive control, neutral wells = 0; 0.75% of 300,000 active; AID 588334, 2011; activation, % at 12.5 µM;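 active means mean activation of at least 80% with every replicate also reaching 80%; inconclusive means mean reaches 80% but some replicate falls short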;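 further: 0% = neutral control wells and 100% = parthenolide positive control wells; values of inactives mirror those of a sister screen read the other way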
Ecoli viability: E. coli V3065 growth inhibition, primary screen, counter-screen for AddAB inhibitor project, absorbance, OD600. 0.27% of 330,000 active. inhibition, % at 11.9 µM. 18 h;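 active means inhibition above the campaign's mean inhibition across all tested compounds plus 3 SD, cut at about 9.9% in these data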;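 further: uninfected addAB+ strain grown without phage in ampicillin broth; 0% = DMSO wells and 100% = ciprofloxacin 0.95 µg/ml wells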
Wnt act: Wnt/beta-catenin pathway activators, primary screen, cell-based, plate reader, single point. Wnt/beta-catenin reporter cell assay, activator. AID 743398, 2014. activation, % at 9.35 µM. 1.2% of 300,000 active; in the data active means activation above about 30%, passing the limit was not always enough; inconclusive means no clear call, values can overlap the other calls;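 further: 0% = neutral control wells and 100% = positive control wells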
CAL PDZ FP-1: untagged CAL PDZ binding inhibitors, primary screen, biochemical, fluorescence polarization, HTS | Golgi-associated PDZ and coiled-coil motif-containing protein (Homo sapiens), Q9HD26 | purified CAL PDZ, TMR-peptide fluorescence polarization, 1 h | inhibition, % at 24.9 µM | 0.92% of 300,000 active | AID 602252, 2012;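 active means mean inhibition of at least 30% with at least half of replicates also reaching 30%; inconclusive means no clear call, values can overlap the other calls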;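 further: 0% = DMSO neutral control and 100% = excess unlabeled competitor peptide PRC23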
CAL PDZ FP-2: CAL PDZ peptide-binding inhibitors, primary screen, biochemical, fluorescence polarization, Cer-tagged CAL PDZ, HTS | 0.02% of 330,000 active | inhibition, % at 20 µM | purified CAL PDZ, TMR-peptide fluorescence polarization, 1 h | Golgi-associated PDZ and coiled-coil motif-containing protein (Homo sapiens), Q9HD26 | AID 504414, 2011;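 active means highest replicate inhibition of at least 40%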;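 further: plate controls were DMSO neutral control wells for no effect and unlabeled competitor peptide control wells for full effect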
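Assay system – tagged CAL PDZ protein CerCALP, purified · Timing – 1 h at RT · Compound – single point, 20 µM · Measured by – fluorescence polarization from S- and P-plane intensities, G-factor corrected · Evaluation – inhibition from polarization loss · Probe or stimulus – TMR reporter peptide T*-PRC34 · Buffer or medium – pH 7.4 phosphate-saline buffer, reducing agent, detergent, IgG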
AddAB inh: growth inhibition of E. coli expressing H. pylori AddAB, primary screen, AddAB inhibitor project, absorbance; inhibition, % at 11.9 µM; 0.29% of 330,000 active; in the data active means inhibition above about 12%;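 further: 0% = vehicle wells of infected cells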
SR-BI DiI-HDL act: activators of SR-BI mediated DiI-HDL uptake, primary screen, ldlA[mSR-BI] CHO cells, DiI fluorescence | AID 504775, 2011 | activation, % at 12.5 µM | 0.096% of 320,000 active | 3 h; 100 = double the neutral-control signal;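 active means mean replicate activation of at least 60% and every replicate at or above 60%; inconclusive means mean or all-replicate condition met, but not both; inactive means mean below 60% and not all replicates reaching 60%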;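 further: 0% = median plate neutral-control signal and 100% = twice that signal; values of inactives mirror those of a sister screen read the other way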
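System: LDL receptor-deficient CHO ldlA cells overexpressing murine SR-BI | Timing: 3 h uptake period with compound, 37 °C | Medium: HEPES-buffered (25 mM, pH 7.4) F12 plus 0.5% BSA | Dosing: Single-point compound dose | Signal: Bottom-read fluorescence, 550/595 nm | Read-out: Retained DiI signal reflecting DiI-HDL uptake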
SR-BI DiI inh: inhibitors of SR-BI mediated HDL lipid uptake, primary screen, ldlA[mSR-BI] cells, fluorescence, single point; Scavenger receptor class B member 1 (Mus musculus), Q61009; ldlA[mSR-BI] CHO cells, DiI-HDL uptake fluorescence, 3 h; inhibition, % at 12.5 µM; 0.96% of 320,000 active; AID 488896, 2010;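 active means mean replicate inhibition of at least 70% and a set share of replicates each scoring 70 or more; inconclusive means meets just one of the two criteria; inactive means fails both criteria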;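 further: 0% = median of neutral control wells and 100% = median of positive control wells; values of inactives mirror those of a sister screen read the other way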
Target sequence (Q61009 whole entry, looked up): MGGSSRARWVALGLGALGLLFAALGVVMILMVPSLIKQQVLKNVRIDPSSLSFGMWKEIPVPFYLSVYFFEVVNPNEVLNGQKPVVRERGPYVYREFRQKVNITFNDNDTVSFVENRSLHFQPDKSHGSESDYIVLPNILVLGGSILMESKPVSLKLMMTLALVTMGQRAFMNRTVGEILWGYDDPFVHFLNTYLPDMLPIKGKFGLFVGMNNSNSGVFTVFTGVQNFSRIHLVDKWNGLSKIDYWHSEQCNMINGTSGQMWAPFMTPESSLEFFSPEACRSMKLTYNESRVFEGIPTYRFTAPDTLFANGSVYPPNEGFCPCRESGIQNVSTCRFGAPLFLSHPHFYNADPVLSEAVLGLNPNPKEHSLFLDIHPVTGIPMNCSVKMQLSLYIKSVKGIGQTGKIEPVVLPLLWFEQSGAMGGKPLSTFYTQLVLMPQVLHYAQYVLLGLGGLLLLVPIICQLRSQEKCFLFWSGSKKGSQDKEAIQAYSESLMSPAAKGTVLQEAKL
* marks the source's active call; other numbers are inactive results; ? = inconclusive; · = not tested or not shown. Compounds were not picked by outcome; any-hit rate near 3.6%.

SMILES	Tat export inh	phage Ecoli inh	MITF act	Ecoli viability	Wnt act	CAL PDZ FP-1	CAL PDZ FP-2	AddAB inh	SR-BI DiI-HDL act	SR-BI DiI inh
COc1ccc(C(=O)O)cc1S(=O)(=O)Nc1ccc(Oc2ccccc2)cc1	-9	1.4	-2	-3.3	-5	-9	-0.8	0.9	8	-8
Cc1cc2n(n1)C(c1ccccc1)Nc1ccccc1-2 (stereo not drawn)	1	2.6	6	0.8	-2	-4	-1.2	2.3	7	-7
C[C@H]1C(c2ccc(F)cc2)=NN(c2ccccc2)[C@@H]1CO	0	2.0	-10	2.3	-1	-4	-1.3	0.1	-23	23
CCOC(=O)COc1ccccc1C1Nc2ccccc2C(=O)N1c1cccc(Cl)c1 (stereo not drawn)	13	2.4	?	0.2	19	1	-0.3	1.1	-15	15
Cn1cc(C(=O)NC2CCCCC2)c(=O)c2cc(S(=O)(=O)N3CCOCC3)ccc21	3	-0.5	-4	1.3	-3	-1	-2.4	1.5	19	-19
COc1cc(-c2nnc(SCC(=O)N3c4ccccc4Sc4ccccc43)o2)cc(OC)c1OC	-9	3.3	-17	-0.6	·	-2	-1.7	-2.4	-61	61
O=C1N(Cc2cccc(Cl)c2)C[C@@H]2C[C@@H](c3cccc4ncccc34)N3CCC[C@@]123	-3	0.8	18	0.4	-1	·	-1.9	-1.4	-16	16
O=c1cc(-c2ccccc2)nc(SCCOc2ccccc2Cl)[nH]1	-15	3.3	-9	2.2	0	-3	0.3	0.9	20	-20
COc1cccc(OCC(Cn2c(C)nc3ccccc32)OC(C)=O)c1 (stereo not drawn)	1	1.1	-9	-0.1	-5	-3	0.2	-0.3	-9	9
O=C(CSc1nc(O)c(Cc2ccccc2)c(=O)[nH]1)Nc1nnc(SCc2ccccc2)s1	-4	0.5	-8	-0.3	-1	2	-1.2	0.9	24	-24

The list goes on, starting with the last two of the part before.
SMILES	Tat export inh	phage Ecoli inh	MITF act	Ecoli viability	Wnt act	CAL PDZ FP-1	CAL PDZ FP-2	AddAB inh	SR-BI DiI-HDL act	SR-BI DiI inh
COc1cccc(OCC(Cn2c(C)nc3ccccc32)OC(C)=O)c1 (stereo not drawn)	1	1.1	-9	-0.1	-5	-3	0.2	-0.3	-9	9
O=C(CSc1nc(O)c(Cc2ccccc2)c(=O)[nH]1)Nc1nnc(SCc2ccccc2)s1	-4	0.5	-8	-0.3	-1	2	-1.2	0.9	24	-24
O=C(c1ccc(CNc2c(N3CCCC3)c(=O)c2=O)cc1)N1CCN(C2CCCCC2)CC1	8	1.6	·	-0.3	-1	·	-0.8	0.7	1	-1
Cc1ccc(C(=O)Oc2ccccc2C(=O)N2CCOCC2)cc1	5	-0.6	-1	0.4	·	1	2.0	1.0	4	-4
CCn1cc(/C=N/NC(=O)c2cc3c(ccc4ccccc43)o2)c2ccccc21	2	2.6	-1	1.7	·	-3	-1.2	0.2	-40	40
COc1ccc(CC(=O)NC(=S)Nc2cccc(C)c2)cc1	3	4.5	·	-1.9	3	-1	-0.2	0.0	·	·
O=C(CSc1nncs1)Nc1cc(S(=O)(=O)N2CCOCC2)ccc1N1CCCC1	0	3.8	-8	·	0	-3	-2.0	·	6	-6
Cc1nc(CNS(=O)(=O)c2cc([N+](=O)[O-])ccc2C)cs1	-11	2.8	-12	-0.6	2	-3	-1.1	1.7	6	-6
COc1ccc(C(=O)N2CCC(n3c(C)nc4cc(F)ccc43)CC2)cc1OC	-3	1.5	·	-1.3	-8	-2	-2.8	-1.4	9	-9
CCOc1ccccc1NC(=O)c1cc(SC)ccc1Cl	14	3.9	13	2.2	-1	-1	-1.3	-0.9	-66	66
Clc1ccccc1Nc1c2c(nc3ncnn13)CCC2	9	5.1	-1	1.4	-6	-3	-1.2	2.2	1	-1
CCCN1CCN(CCCNC(=O)C2CCN(c3nnc(-n4c(C)ccc4C)s3)CC2)CC1	-4	3.5	12	3.0	1	5	-0.7	2.3	-10	10
COc1cc(/C=C/C(=O)O)ccc1OS(=O)(=O)c1c(C)cc(C)cc1C	0	1.6	-3	-3.8	0	-5	0.0	-0.8	10	-10
CN(CC(=O)Nc1ccc(F)cc1)C(=O)CCc1nc2ccccc2c(=O)[nH]1	16	0.1	-5	0.3	-2	0	-1.5	1.5	5	-5
CCOC(=O)c1oc2ccccc2c1CSc1nnc(-c2ccco2)o1	-7	1.2	-6	-1.1	·	4	-0.1	1.6	7	-7
CC(C)Cc1nnc(NC(=O)CCC(=O)NCc2ccccc2Cl)s1	8	2.4	-5	1.6	3	-2	-2.2	1.5	9	-9
CC1CCCN(CCOc2ccc(Br)cc2)C1 (stereo not drawn)	12	6.0	7	2.5	·	0	-1.4	0.3	-4	4
Brc1cnc(N2CCCC2)nc1N1CCCCC1	5	3.5	·	-1.2	0	·	-0.1	2.2	-8	8
CCOc1ccccc1-n1c(SCC(=O)NC(C)(C)C)nnc1-c1ccoc1C	-3	1.9	1	1.4	-5	-3	0.6	-0.8	-4	4
CCOCCCNC(=O)c1ccc(CS(=O)(=O)Cc2ccc(C)cc2)o1	5	-1.2	-11	0.2	·	-5	0.7	3.1	16	-16
CN(C)c1nc2c(N)ncnc2n1[C@H]1O[C@@H](CO)[C@H](O)[C@@H]1O	-11	1.9	7	·	-1	-1	1.3	·	7	-7
CCOC(=O)c1cc(-c2ccccc2)sc1N	-2	-2.2	61	-1.0	·	-4	-2.5	1.3	5	-5
Cn1nc(-c2ccccc2)c(CO)c1Oc1ccc(F)cc1	0	2.5	-6	-0.4	0	-4	-1.4	1.5	13	-13
CCCS(=O)(=O)c1c(S(=O)(=O)CCC)c2c(C)cccn2c1C(N)=O	2	2.0	1	1.7	·	-5	-0.9	3.4	-15	15
CN1CCN(CC(=O)N2c3ccccc3Sc3ccccc32)CC1	-3	1.6	4	1.4	-3	-4	-1.4	2.5	3	-3
CC1CCCCN1CCCNC(=O)c1ccc(N2CCCC2=O)cc1 (stereo not drawn)	7	-0.1	·	-1.1	0	·	-1.2	-1.2	8	-8
COc1ccc(C(=O)C(C)OC(=O)CNC(=O)C2CCCCC2)cc1 (stereo not drawn)	-9	0.9	5	0.7	-1	1	0.0	-0.8	2	-2
Cn1nc(C(=O)N2CCc3ccccc32)c2ccccc2c1=O	0	4.6	6	-2.9	-1	0	-2.3	1.0	4	-4
CC(Oc1cc2oc(=O)c3c(c2cc1Cl)CCCC3)C(=O)NCc1ccccn1 (stereo not drawn)	4	0.5	-5	-0.8	-2	-2	-3.1	2.9	-7	7
O=C(N/N=C/c1ccc(Br)s1)c1ccccc1[N+](=O)[O-]	14	5.1	3	-1.7	-1	3	-2.8	2.3	-3	3
CCCCCC(=O)Nc1ccc(S(=O)(=O)Nc2nccc(C)n2)cc1	10	5.3	3	3.5	1	-2	-2.6	1.6	14	-14
NNC(=O)CN1C(=O)Nc2ccc(Br)cc2C1c1ccccc1 (stereo not drawn)	7	1.5	-6	-1.1	0	-5	-2.8	-0.6	-10	10
COc1cccc(/C=C2\Oc3cc(OCC(=O)N4CCC[C@H]4C(=O)O)ccc3C2=O)c1	1	2.9	8	1.2	-1	0	0.2	2.0	10	-10
Cc1cc(NC(=O)/C=C/c2ccccc2)c(C(C)C)cc1O	-4	2.1	-5	0.6	3	·	-1.4	0.3	-15	15
O=c1[nH]c2ccccc2n1CCC1CCCCC1	2	·	30	0.7	-2	-6	·	1.8	16	-16
COc1ccccc1/C=C(\NC(=O)c1ccc(OC)c(OC)c1)C(=O)Nc1cccc([N+](=O)[O-])c1	8	2.5	-1	-1.8	-4	-1	-1.3	-4.6	-74	74*
Cc1cc(/C=N/NC(N)=S)c(O)c(/C=N/NC(N)=S)c1	-3	3.2	6	1.5	2	-1	-0.3	5.1	·	·
Cc1ccc2c(c1)c1c3n2CCN(C(=O)CCl)C3CCC1 (stereo not drawn)	-4	3.7	·	-6.5	0	0	0.2	-1.2	2	-2
CNC(=O)/C=C/c1cc(C(=O)c2ccc(Cl)cc2Cl)cn1C	9	0.2	-8	-1.4	-1	-3	-1.3	-1.4	-25	25
CCCCCCCCNC(=O)/C(C#N)=C/c1ccc(SC)cc1	-2	1.2	-16	1.4	2	-4	-0.2	4.6	·	·
CCOc1cc(/C=C/C(=O)NCCc2ccc(S(N)(=O)=O)cc2)ccc1OCC(C)C	7	1.2	-6	-0.8	-5	-1	0.1	1.6	·	·
Cc1ccc(NC(=O)COC(=O)CC2CCCC2)cc1Cl	10	·	-1	-2.0	·	2	-0.7	3.5	3	-3
COc1ccc(F)cc1S(=O)(=O)Nc1cc2c3c(c1)CC(=O)N3CCC2	5	-0.2	-8	1.6	-2	·	-0.4	-1.0	2	-2
Cc1cc(/C=N/NC(=O)c2cccc(F)c2)c(C)n1-c1ccccc1	-4	1.3	53	-0.2	?	-1	-4.0	-3.0	-73	73*
CSc1nc2ccc(NC(=O)COc3ccccc3F)cc2s1	0	0.8	63	3.5	-1	·	0.5	2.5	-4	4
O=C(Nc1nnc(-c2ccco2)o1)c1ccc(N2C(=O)CCC2=O)cc1	-6	1.2	-3	-0.2	0	4	0.2	-0.7	10	-10
COc1ccccc1N(CC(=O)Nc1ccc2c(c1)OCCO2)S(=O)(=O)c1ccc(C)cc1	4	1.2	-8	-1.4	-3	-4	-2.1	1.8	-15	15
CC(C)C(=O)N1CCN(c2ccccc2NC(=O)Cc2ccc(Cl)cc2)CC1	16	2.8	·	0.3	-3	7	·	4.8	-48	48
Cc1ccc(S(=O)(=O)Nc2cc(C(=O)NCCN(C)C)ccc2N2CCCC2)cc1	-3	1.3	11	4.1	1	0	-2.5	3.5	11	-11
CSCCC(NC(=O)COc1ccccc1)C(=O)NCCOc1ccccc1 (stereo not drawn)	5	2.9	-1	-1.4	2	-3	0.6	1.3	9	-9
COCCSc1nnc(NC(=O)C2CCN(C(=O)c3ccco3)CC2)s1	4	2.2	-3	0.4	-2	-1	-1.4	1.1	·	·
Cc1cccc(C(=O)O/N=C2\CCS(=O)(=O)c3sccc32)c1	-3	2.5	-4	0.6	-2	-1	-0.1	0.8	8	-8
COc1ccc(CC(=O)OCC(=O)Nc2ccc3[nH]c(=O)[nH]c3c2)cc1	-2	1.2	5	1.4	-1	5	-2.4	2.0	12	-12

Source: PubChem BioAssay (several laboratories)
